Abeta rescue: restores growth of yeast expressing A-beta42 peptide. yeast expressing A-beta42, growth rescue, OD600, 48 h; response scale: 0% DMSO, 100% iron-clioquinol control. Potency, µM (series often up to 46.1 µM), without a hit: at the top dose growth rescue, actives largely listed as activators. hit rate 0.063% among 410,000; note: potency is the fitted concentration of half-maximal effect; nearly all actives have a fitted effect of over 55% in size
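Yeast A-beta toxicity model in growth medium with pinned compounds, 48 h at 30 C; growth read as absorbance at 600 nm. Normalized to FeCl3/clioquinol equimolar mix (positive) and DMSO (negative).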
IL2 activator: activators of IL-2. IL-2 activation reporter assay, cell-based qHTS; stimulated with anti-CD3/CD4/CD28 beads; in transgenic mouse T cells. activation, % (series mostly up to about 46 µM). hit rate 0.065% among 360,000. AID 652025; in the data active = activation above about 50%; inconclusive = mostly about 30% to 49%; note: 0% is about no effect
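Screening format: compound pinned onto unstimulated transgenic mouse T cells, 60 min incubation, then anti-CD3/anti-CD4/anti-CD28 bead stimulation for 18 hours at 37 degrees C, followed by EGFP and DsRed detection.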
FUS suppressor: suppressors of FUS proteinopathy in yeast; S. cerevisiae FUS-expressing, growth rescue, OD600, 24 h; Potency, µM (series often up to 76.6 µM), inactives show at the top dose growth rescue (activation), actives largely listed as activators; hit rate 0.24% among 390,000;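 note: potency is the fitted concentration of half-maximal effect; plate controls were DMSO vehicle for no effect and reference control for full effect; nearly all actives have a fitted effect of over 55% in size; some results filed as inactive show a strong effect at the top dose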
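Galactose (2%) drives FUS expression in yeast precultured in raffinose; seeding density OD 0.005. Test compounds incubated 24hr at 30C and 99% humidity before absorbance at 600 nm was measured.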
PI5P4K alpha inh: inhibitors of human PI5P4K alpha | P48426 | PI5P4Kalpha enzyme, ADP-Glo luminescence, 60 min; stronger effect = lower value | max response, % | hit rate 1.2% among 330,000; active = max response of -50% or lower; inconclusive = between -30% and -50%; inactive = -30% or higher; note: value at the top dose of about 77 µM; % is set by controls: 0 for no effect and ±100 for the full control effect
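Compounds were pin-transferred onto PI5P4Kalpha and substrate in HEPES pH 7.4 buffer with EGTA, CHAPS and 5% DMSO. ATP (5 microM final) started the reaction, which ran 60 minutes at room temperature before ADP-Glo detection.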
EPAC1 agonist: activates human EPAC1 exchange factor; O95398; EPAC1 agonist qHTS, biochemical assay; response scale: 100% = response to 6.5 mM cAMP; Potency, µM (series often up to 154 µM), without a hit: top-dose activation, most hits filed as activators; hit rate 0.073% among 360,000; AID 720707; note: potency is the fitted concentration of half-maximal effect; nearly all actives have a fitted effect of over 60% in size
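Nucleotide exchange assay: 100 nM EPAC1 with 250 nM Rap1B loaded with BODIPY-GDP and 50 uM GDP, room temperature. Fluorescence (480/540 nm) read every 5 min for 30 min; signal change normalized to 6.5 mM cAMP as full agonist.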
PLK1 PBD inh: inhibitors of human PLK1 polo-box domain binding | P53350 | Plk1 PBD binding of FITC phosphopeptide, fluorescence polarization | Potency, µM, for inactives: max response, negative = inhibition, actives largely listed as inhibitors | hit rate 2.8% among 360,000 | AID 720504; note: potency is the fitted concentration of half-maximal effect; series mostly up to about 57 µM; % is set by controls: 0 for no effect and ±100 for the full control effect; nearly all actives have a fitted effect of over 65% in size
WRN helicase inh: inhibitors of human WRN helicase | Q14191 | WRN helicase unwinding, fluorescent forked duplex, kinetic | Potency, µM (titrated, usually from 114 µM), without a hit: at the top dose activity change, negative = inhibition, usual class: inhibitors | hit rate 0.46% among 360,000; note: potency is the fitted concentration of half-maximal effect; % is set by controls: 0 for no effect and ±100 for the full control effect; nearly all actives have a fitted effect of over 55% in size
Target sequence (Q14191 whole entry, looked up): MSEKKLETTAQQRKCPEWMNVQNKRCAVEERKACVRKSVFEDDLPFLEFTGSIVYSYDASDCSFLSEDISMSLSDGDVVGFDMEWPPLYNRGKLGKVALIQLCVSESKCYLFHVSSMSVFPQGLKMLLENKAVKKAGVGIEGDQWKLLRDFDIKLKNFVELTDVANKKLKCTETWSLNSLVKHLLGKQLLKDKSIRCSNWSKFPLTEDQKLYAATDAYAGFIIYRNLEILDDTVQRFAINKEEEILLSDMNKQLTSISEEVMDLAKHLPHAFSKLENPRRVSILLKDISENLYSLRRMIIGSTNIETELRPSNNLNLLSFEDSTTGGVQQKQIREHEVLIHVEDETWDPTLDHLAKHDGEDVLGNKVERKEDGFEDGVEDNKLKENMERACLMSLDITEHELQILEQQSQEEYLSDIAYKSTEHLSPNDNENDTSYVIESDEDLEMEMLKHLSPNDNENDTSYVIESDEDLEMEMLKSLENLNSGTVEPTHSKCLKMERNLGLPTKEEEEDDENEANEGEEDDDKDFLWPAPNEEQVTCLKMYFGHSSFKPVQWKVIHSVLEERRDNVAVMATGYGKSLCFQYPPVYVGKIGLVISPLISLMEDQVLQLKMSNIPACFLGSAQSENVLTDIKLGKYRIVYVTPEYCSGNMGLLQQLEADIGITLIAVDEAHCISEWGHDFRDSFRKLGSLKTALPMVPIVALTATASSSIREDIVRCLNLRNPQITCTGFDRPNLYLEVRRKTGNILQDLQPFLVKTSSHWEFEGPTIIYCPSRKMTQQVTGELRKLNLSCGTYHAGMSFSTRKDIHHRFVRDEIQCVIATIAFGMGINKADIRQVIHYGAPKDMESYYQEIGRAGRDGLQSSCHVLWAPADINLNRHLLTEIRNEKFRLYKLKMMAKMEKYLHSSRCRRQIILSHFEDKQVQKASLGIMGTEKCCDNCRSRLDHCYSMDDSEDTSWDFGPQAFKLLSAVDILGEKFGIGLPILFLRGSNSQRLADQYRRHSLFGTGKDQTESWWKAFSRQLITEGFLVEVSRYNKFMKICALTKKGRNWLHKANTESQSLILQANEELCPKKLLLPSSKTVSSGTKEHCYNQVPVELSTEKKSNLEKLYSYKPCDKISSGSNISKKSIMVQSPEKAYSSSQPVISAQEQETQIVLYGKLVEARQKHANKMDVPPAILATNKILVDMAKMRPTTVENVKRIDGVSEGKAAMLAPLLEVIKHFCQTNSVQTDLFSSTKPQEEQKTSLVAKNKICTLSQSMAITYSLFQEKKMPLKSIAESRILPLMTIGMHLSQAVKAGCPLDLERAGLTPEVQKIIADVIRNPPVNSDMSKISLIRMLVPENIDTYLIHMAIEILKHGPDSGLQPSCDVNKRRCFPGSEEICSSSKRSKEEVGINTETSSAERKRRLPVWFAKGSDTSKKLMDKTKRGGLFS
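Fluorescence dequenching readout, ex 525 nm/em 598 nm, kinetic mode: forked duplex DNA (100 nM final) with adjacent fluorophore and quencher unwound by WRN (20 nM final) with 2 mM ATP. Compound preincubation 15 min, room temperature.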
aSyn rescue: rescues yeast growth from alpha-synuclein toxicity; Potency, µM (titrated, usually from 46.1 µM), inactives show top-dose growth rescue (activation), actives largely listed as activators; Yeast expressing alpha-synuclein, growth rescue, BacTiter-Glo, 24 h; hit rate 0.14% among 370,000; note: potency is the fitted concentration of half-maximal effect; % of control where 0% means no effect; nearly all actives have a fitted effect of over 65% in size
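Galactose-induced alpha-syn yeast (OD600=0.02, raffinose-pregrown) + pinned cpd, 24 hr, 30 deg C; growth by BacTiter-Glo luminescence. Growth restoration scores as activation.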
EPAC1 antag: antagonists of human EPAC1; AID 720709; Potency, µM (titrated, usually from 115 µM), for the others: top-dose activity change, negative = inhibition, hits mostly inhibitors; hit rate 0.14% among 360,000; O95398; EPAC1 GEF assay, Rap1b-BODIPY-GDP exchange fluorescence;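 note: potency is the fitted concentration of half-maximal effect; plate controls were vehicle for no effect and positive control for full effect; nearly all actives have a fitted effect of over 50% in size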
Active calls of the source: *; ? = inconclusive; . = not tested or not shown; & = joins results of further samples; [ ] = another dose, or the depositor's remark. Unless noted, calls come from the whole dose curve; as a rule, active = well fitted curve in the direction sought with a large enough effect; inconclusive = small, poorly fitted or top-dose-only effect, or another doubt; inactive = no such curve, though single readings can be large; an effect the other way counts as inactive or inconclusive.

Second line of a record: EPAC1 antag	Abeta rescue	PLK1 PBD inh	EPAC1 agonist	FUS suppressor	aSyn rescue	PI5P4K alpha inh	IL2 activator	WRN helicase inh
1: CN1CCN(C2=Nc3cc(Cl)ccc3Nc3ccccc32)CC1
→ -12%	-8%	-2%	4%	-15%	1%&2%&2%	11	0.1	-6%
2: CC(C)(C)C1CCC(=NNC(=O)CN(c2ccccc2)S(=O)(=O)c2ccccc2[N+](=O)[O-])CC1 (stereo unspecified)
→ -15%	-4%	-14%	6%	19%	2%	0	2.5	-1%
3: Cc1ccc(S(=O)(=O)NCCC(=O)NCC(c2cccs2)N(C)C)cc1 (stereo unspecified)
→ 12%	-1%	-5%	0%	-2%	-8%[1.84 µM]	2	0.6	-4%
4: C=CCOC(=O)CCCCCCCC
→ -11%	-8%	1%	-14%	-36%	0%	-1	0.9	10%
5: CN(CCc1ccccc1)C(=O)c1ccc(NC(=O)Cc2ccc(NC(=O)C3CCCN(S(=O)(=O)c4cccc([N+](=O)[O-])c4)C3)cc2)cc1 (stereo unspecified)
→ -14%	-10%	-5%	4%	?	-2%	4	-0.3	-2%
6: C[C@@H]1CN([C@@H](C)CO)C(=O)CCCn2nncc2CO[C@H]1CN(C)S(=O)(=O)c1ccc2ccccc2c1
→ -27%	-7%	-28%	-13%	13%	0%	1	-3.0	0%
7: Cc1nc2ccccc2n1/N=C/c1cccnc1
→ -9%	-3%	-9%	6%	8%	-2%	-10	-3.1	-7%
8: Cc1nc2ccccc2n1Cc1ccccc1
→ 4%	5%	-5%	14%	-18%	-2%	0	-0.4	-6%
9: COC[C@H]1CCCN1c1ccc2c(c1)O[C@@H](COCc1ccccc1)CN([C@@H](C)c1ccccc1)S2(=O)=O
→ -16%	-14%	-2%	-8%	33%	6%	3	-1.3	-2%
10: C=CCNC(=S)NNC(=O)c1cccc(Br)c1
→ 9%	16%	1%	1%	-10%	-16%	-5	-1.8	11%
11: O=C(Nc1ccc(Cl)cc1)c1cc2nc(C3CC3)cc(C(F)(F)F)n2n1
→ 1%	-9%	-1%	3%	-1%	2%	.	-2.0	-12%
12: COc1ccccc1/C=C\C=N\NC(=O)c1ccco1
→ 10%	-1%	-14%	3%	-7%	2%	5	4.7	-3%
13: COc1cccc(C(=O)/C=C2\NCCc3cc(OC)c(OC)cc32)c1
→ -28%	-4%	-6%	13%	1%	7%	1	1.1	0%[57.1 µM]
14: CC1=C(C(=O)N2CCOCC2)C(c2cccc(C)c2)NC(=S)N1 (stereo unspecified)
→ 14%	-9%	-9%	-3%	.	-2%	-4	-2.5	15%
15: O=S1(=O)N=C(N2CCCC2)c2ccccc21
→ -4%	8%	-12%	3%	-8%	0%	-2	5.5	-10%
16: O=C1CC(C(=O)Nc2ccc(C(=O)N3CCOCC3)cc2)C2(CCCCC2)O1 (stereo unspecified)
→ 12%	-7%	-2%	14%	2%	0%	-2	0.9	3%
17: COC(=O)c1ccccc1S(=O)(=O)N1CCC(C(=O)Nc2ccccc2N2CCOCC2)CC1
→ 1%	-2%	-2%	8%	?	-7%	-1	1.8	-8%
18: NC(=O)c1cc([N+](=O)[O-])c(Cl)cc1NCc1ccncc1
→ -2%	-5%	-5%	9%	-9%	-3%	-6	0.5	-3%
19: C=CCN(CC=C)CCOc1ccccc1
→ 8%	-21%	-5%	-18%	.	1%	-3	-4.9	-31%
20: CC(C)c1ccccc1NC(=O)c1cccc(NC(=O)c2ccccc2)c1
→ -8%	30%	2%	4%	?	-5%	0	-1.9	-5%

Shown screen by screen: entries from further up.
(15) O=S1(=O)N=C(N2CCCC2)c2ccccc21
(16) O=C1CC(C(=O)Nc2ccc(C(=O)N3CCOCC3)cc2)C2(CCCCC2)O1 (stereo unspecified)

assay / entry | 15 | 16
EPAC1 antag | -4% | 12%
Abeta rescue | 8% | -7%
PLK1 PBD inh | -12% | -2%
EPAC1 agonist | 3% | 14%
FUS suppressor | -8% | 2%
aSyn rescue | 0% | 0%
PI5P4K alpha inh | -2 | -2
IL2 activator | 5.5 | 0.9
WRN helicase inh | -10% | 3%

Additional compounds follow.
Second line of a record: EPAC1 antag	Abeta rescue	PLK1 PBD inh	EPAC1 agonist	FUS suppressor	aSyn rescue	PI5P4K alpha inh	IL2 activator	WRN helicase inh
21: CCCCOc1nc2c(c(=O)n(C)c(=O)n2C)n1C
→ -11%	-4%	-20%	-9%	8%	1%	-3	1.9	1%
22: CCc1nc(N)c(C#N)c(-c2ccc(OC)c(OC)c2)c1C
→ 0%	-4%	0%	0%	7%	0%	9	-3.4	-1%
23: OC(c1ccccc1)c1ncc(-c2cccc(OCc3ccccc3)c2)[nH]1 (stereo unspecified)
→ -16%	-15%	-2%	1%	26%	-18%	1	-0.3	-2%
24: O=C(CSc1nc(NS(=O)(=O)c2ccccc2)cc(=O)[nH]1)Nc1ccccc1Cl
→ -12%	-16%	-25%	-9%	7%	-2%	-23	-0.3	-12%
25: CCOc1ccccc1N1C(=O)c2ccc(S(=O)(=O)c3ccc(C(=O)O)cc3)cc2C1=O
→ 12%	-7%	-3%	0%	0%	-1%	-7	1.7	11%
26: O=C(OCc1nnc(-c2ccccc2)o1)c1cc(=O)[nH]c2ccccc12
→ 4%	1%	3%	-2%	-2%	2%	2	-5.2	-3%
27: Fc1cnc(N2CCOCC2)nc1N1CCc2ccccc21
→ 15%	-28%	-9%	1%	12%	-5%	-2	3.2	2%
28: O=C(O)c1cc2ccc(O)cc2oc1=O
→ -19%	-8%	-8%	-8%	-19%	0%	-3	-1.1	-8%
29: Cc1ccc(S(=O)(=O)/N=C(/Nc2cccc(C(=O)O)c2)c2ccccc2)cc1
→ -11%	-3%	2%	-5%	-3%	1%	2	-0.3	5%
30: O=c1[nH]c2ccc(S(=O)(=O)N3CCN(c4ccccc4)CC3)cc2[nH]c1=O
→ 6%	-11%	-14%	8%	4%	2%	.	-0.6	?
31: COc1ccc(-n2nc(C(=O)NCc3ccco3)c3c4ccccc4n(C)c3c2=O)cc1Cl
→ 14%	0%	-2%	-4%	27%	-2%	6	-1.9	-12%
32: Cc1nnc(N2C(=O)C(O)=C(C(=O)c3ccco3)C2c2cccc3ccccc23)s1 (stereo unspecified)
→ -6%	18%	-15%	-7%	?	-2%	-2	3.2	1%
33: O=C(Nc1cccc2ccccc12)N1CCN(c2ccc(F)cc2)CC1
→ -10%	-2%	-3%	4%	3%	0%	2	-0.6	2%
34: CCOCCn1c(CN2CCCC(C)C2)nc2c1c(=O)n(C)c(=O)n2C (stereo unspecified)
→ 2%	4%	-4%	4%	-15%	2%	1	-1.6	0%
35: Cc1ccccc1CS(=O)(=O)Cc1ccc(C(=O)NC2CCCC2)o1
→ -12%	-8%	-20%	8%	12%	-2%	-5	-2.5	-8%
36: Cn1c(NC(=O)c2ccccc2Br)cc(=O)n(C)c1=O
→ 0%	-2%	-10%	-3%	-12%	1%	4	-3.7	3%
37: CC(C)C(C)NC(=O)COc1ncnc2ccccc12 (stereo unspecified)
→ -1%	11%	-21%	-2%	2%	-1%	4	-0.8	6%
38: COC(=O)CCS(=O)(=O)c1ccc(NC(C)=O)cc1
→ 11%	3%	0%	11%	-21%	1%	.	10	-6%
39: Cc1nn(C)c(C)c1/C=C(/C(=O)C(C)(C)C)n1cncn1
→ 16%	-5%	-5%	1%	4%	-3%	-10	-0.8	0%
40: O=C(CN1C(=O)c2ccccc2S1(=O)=O)NCc1ccco1
→ 4%	-3%	-5%	4%	0%	-1%	2	-2.4	-1%
41: CCOc1cccc2sc(=NC(=O)CCS(=O)(=O)c3ccccc3)n(CC)c12
→ -4%	-35%	-10%	-2%	2%	0%	3	-6.5	8%
42: Cc1cccc(NC(=O)CCN2CC(C)CC(C)C2)c1 (stereo unspecified)
→ -1%	6%	5%	-8%	-13%	4%	-1	-0.2	3%
43: O=C1[C@@H]2[C@H](C(=O)N1Cc1cccnc1)[C@H]1C=C[C@@H]2C1
→ 0%	-12%	-7%	0%	17%	0%	.	-1.8	-2%
44: O=S1(=O)CC(N2CCSCC2)CN1Cc1cn(Cc2ccc(C(F)(F)F)cc2)nn1 (stereo unspecified)
→ 5%	-13%	1%	-2%	8%	-1%	2	0.0	8%
45: Cc1c(C)n(C)c2ccc(C(=O)NCCCN3CCN(c4ccccc4F)CC3)cc12
→ -4%	-18%	0%	-1%	?	6%	3	-4.1	-8%
46: CCC(Oc1ccccc1)C(=O)Nc1nc2c(s1)C(=O)CC(C)(C)C2 (stereo unspecified)
→ -17%	1%	-16%	4%	14%	-2%	2	0.7	-2%
47: Cc1ccc(S(=O)(=O)Nc2cccc(C(=O)NCc3ccccn3)c2)cc1F
→ -6%	2%	-7%	4%	3%	2%	5	-1.9	-1%
48: CC1CCC(C(=O)NC(C(=O)NCCCN2CCOCC2)C(C)C)CC1 (stereo unspecified)
→ 6%	10%	-1%	3%	18%	-2%	.	-2.9	10%
49: COc1ccc([C@H]2C[C@H](n3cc(COC(=O)c4ccccc4)nn3)[C@@H](O)CN2C(=O)C2CCCCC2)cc1
→ -12%	-12%	-13%	4%	27%	-4%	-3	0.5	-5%
50: O=C(CCS(=O)(=O)c1ccc(F)cc1)Nc1ccc(N2CCN(Cc3ccccc3)CC2)cc1
→ 0%	-8%	?	-12%	.	3%	-5	-4.0	-5%
51: COc1cccc(CN2CCN(C(=O)c3cc(-c4ccccn4)nc4ccc(Cl)cc34)CC2)c1
→ 2%	11%	-1%	9%	21%	-1%	-28	-3.3	-2%
52: CN(C(=O)c1cccc([N+](=O)[O-])c1)c1ccccc1C(=O)NCc1ccccc1
→ -1%	-1%	1%	6%	13%	-6%	-5	0.5	-2%
53: C[C@@H](NC(=O)c1nc[nH]c1C(=O)NCC(=O)OCc1ccccc1)c1ccccc1
→ -14%	7%	-13%	1%	32%	0%	9	-2.4	-6%
